Source: PubChem BioAssay
Chronic BCR inh – qHTS Assay to Find Inhibitors of Chronic Active B-Cell Receptor Signaling | ABC-DLBCL IkBa-CBG/CBR reporter, luminescence ratio, 4 h | hit rate 0.05% among 340,000 | Potency, µM (doses to about 46.1 µM), for inactives: top-dose ratio change, negative = lower green/red ratio, actives largely listed as inhibitors | AID 493014, 2011; active = well fitted inhibition curve with a large enough effect in the signal ratio, with a control signal flat, not every such curve was filed as active; inconclusive = small, poorly fitted or top-dose-only effect, or effect the other way, or a change in a side signal; the % refers to the signal ratio;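 note: potency is the fitted concentration of half-maximal effect; plate controls were basal doxycycline-induced cells for no effect and cells given 10 µM MG132 for full effect; MG132 reads +100%, hits lower the ratio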
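Doxycycline induced both beetle luciferases in TMD8 lymphoma cells; IKK-driven degradation limits the IkappaBalpha-fused green signal, while red luminescence normalises for cell number and nonspecific effects. Compounds tested up to 46 uM, 4 hrs.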
AT treatment – qHTS Assay for Identifying a Potential Treatment of Ataxia-Telangiectasia. Potency, µM (doses to about 57.5 µM), for the others: at the top dose activation, hits mostly activators. […] A-T fibroblasts, KAP-1 phosphorylation AlphaLISA; neocarzinostatin DNA damage 30 min before lysis. hit rate 0.19% among 320,000; note: potency is the fitted concentration of half-maximal effect; % of control where 0% means no effect; nearly all actives have a fitted effect of over 45% in size
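hTERT-immortalized A-T patient fibroblasts ([…]), 500 cells/well in OPTI-MEM, 1% FBS, got compounds for 60 min, then NCS for 30 min at 37C. Lysates were then assayed for phospho-KAP-1 by AlphaLISA (anti-pKAP1 donor, anti-KAP1 acceptor beads), 6 hr at 25C.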
FBPA coupling cs – qHTS Assay for Inhibitors of Fructose-1,6-bisphosphate Aldolase from Giardia Lamblia: Coupling assay counterscreen | AID 2472, 2010 | hit rate 0.67% among 290,000 | coupling enzyme system counterscreen, AmpLite Red fluorescence | activity change, negative = inhibition, % at 58.2 µM, hits read low; in the data active = activity change below about -30%; note: % is set by controls: 0 for no effect and ±100 for the full control effect
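Final compound at 57.5 uM, incubated 10 min at RT with coupling enzyme reagent (glyceraldehyde-3-phosphate), then 20 min with substrate and AmpLite Red detection. Fluorescence read at 525/598 nm; tests interference with the coupling assay, not aldolase inhibition.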
MLL CXXC-DNA inh – qHTS Fluorescence Polarization Assay for Inhibitors of MLL CXXC domain - DNA interaction; Histone-lysine N-methyltransferase 2A (Homo sapiens), Q03164; MLL-CXXC / FITC-HOXA9 DNA fluorescence polarization; Potency, µM (titrated, usually from 115 µM), for inactives: at the highest dose activity change, negative = inhibition, actives largely listed as inhibitors; hit rate 0.037% among 290,000; active = well fitted inhibition curve with a large enough effect in the polarisation, with a control signal flat, not every such curve was filed as active; inconclusive = small, poorly fitted or top-dose-only effect, or effect the other way, or a change in a side signal; inactive = no such curve, though single readings can be large or run the other way; the % refers to the polarisation; note: potency is the fitted concentration of half-maximal effect
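Purified MLL-CXXC (added from a 7 uM solution) was preincubated 5 min at ambient with pinned compounds in 50 mM Tris-HCl pH 7.5, 50 mM NaCl, 1 mM DTT, 0.05% BSA. Fluorescein-labeled HOX-A9 DNA (50 nM solution) followed, 30 min, then polarization read.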
Giardia killer – Small Molecules that selectively kill Giardia lamblia: qHTS; activity change, % at 7.66 µM, hits read low; AID 540267, 2011; Giardia lamblia trophozoite viability; hit rate 0.15% among 340,000; in the data active = activity change below about -80%; inconclusive = between about -30% and that limit;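 note: parasites exposed to compound for two days anaerobically before the ATP read; % is set by controls: 0 for no effect and ±100 for the full control effect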
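Anaerobic 48 hrs incubation at 37 deg C of 100 trophozoites/well with test compounds; ATPLite 1-Step luminescence, 15-30 min RT, reports cellular ATP as viability.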
TCR activator – Activators of T cell receptors: qHTS campaign | AID 504894, 2011 | primary human leukocytes, anti-CD3, IL-2 HTRF, 48 h | Potency, µM (series often up to 9.22 µM), for inactives: at the top dose activation of IL-2 secretion, most hits filed as activators | 330,000 tested, under 10 active; note: % of control where 0% means no effect
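Readout: HTRF IL-2, Eu-cryptate/d2 antibody pair, 320nm excitation, 665nm emission. Stimulus: a-CD3 beads, no co-stimulation. Cells: primary human leukocytes. Exposure: 48 hr with compound.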
TSHR antag – Antagonists of the Thyroid Stimulating Hormone Receptor: HTS campaign; activity change, negative = inhibition, % at 11.5 µM; TSHR-expressing cells, TSH-stimulated cAMP HTRF, 2 h; stronger effect = lower value; AID 504810, 2011; hit rate 0.2% among 330,000;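 active = activity change below a set negative limit, meaning inhibition stronger than a set level, cut at about -70% in these data; inconclusive = activity change between two set negative limits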; note: % is set by controls: 0 for no effect and ±100 for the full control effect
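TSHR-expressing cells were treated with compounds, then stimulated with TSH at EC80 (4nM final) for 2 hours at 37 deg C. Cellular cAMP was measured by HTRF competition between lysate cAMP and cAMP-d2 for a cryptate-labelled anti-cAMP antibody.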
Tb PFK inh – qHTS Assay to Find Inhibitors of T. brucei phosphofructokinase; T. brucei PFK, ADP-Glo luminescence; ATP-dependent 6-phosphofructokinase (Trypanosoma brucei brucei), O15648; hit rate 0.17% among 330,000; Potency, µM (top dose mostly 57.5 µM), for inactives: at the top dose activity, negative = inhibition, hits mostly inhibitors;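 note: potency is the fitted concentration of half-maximal effect; 0% = uninhibited 1x PFK enzyme wells and -100% = no-enzyme wells; nearly all actives have a fitted effect of over 60% in size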
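Compounds were pin-transferred as a titration series up to 57 uM into substrate buffer (0.5 mM F6P, 0.1 mM ATP, pH 8.0), then 1.25 nM PFK was added and reactions ran 45 min before ADP-Glo detection.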
KCNH2 WT inh – qHTS for Inhibitors of KCHN2 3.1: Wildtype qHTS | Voltage-gated inwardly rectifying potassium channel KCNH2 (Homo sapiens), Q12809 | activity change, % at 1.84 µM | U2OS, BacMam KCNH2, thallium flux FluxOr; stronger effect = lower value | hit rate 0.37% among 340,000 | AID 720551, 2013;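 active = maximum activity change below -70%; inconclusive = maximum activity change between -70% and -50%; inactive = maximum activity change above -50%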; note: % is set by controls: 0 for no effect and ±100 for the full control effect
Target sequence (Q12809 whole entry, looked up): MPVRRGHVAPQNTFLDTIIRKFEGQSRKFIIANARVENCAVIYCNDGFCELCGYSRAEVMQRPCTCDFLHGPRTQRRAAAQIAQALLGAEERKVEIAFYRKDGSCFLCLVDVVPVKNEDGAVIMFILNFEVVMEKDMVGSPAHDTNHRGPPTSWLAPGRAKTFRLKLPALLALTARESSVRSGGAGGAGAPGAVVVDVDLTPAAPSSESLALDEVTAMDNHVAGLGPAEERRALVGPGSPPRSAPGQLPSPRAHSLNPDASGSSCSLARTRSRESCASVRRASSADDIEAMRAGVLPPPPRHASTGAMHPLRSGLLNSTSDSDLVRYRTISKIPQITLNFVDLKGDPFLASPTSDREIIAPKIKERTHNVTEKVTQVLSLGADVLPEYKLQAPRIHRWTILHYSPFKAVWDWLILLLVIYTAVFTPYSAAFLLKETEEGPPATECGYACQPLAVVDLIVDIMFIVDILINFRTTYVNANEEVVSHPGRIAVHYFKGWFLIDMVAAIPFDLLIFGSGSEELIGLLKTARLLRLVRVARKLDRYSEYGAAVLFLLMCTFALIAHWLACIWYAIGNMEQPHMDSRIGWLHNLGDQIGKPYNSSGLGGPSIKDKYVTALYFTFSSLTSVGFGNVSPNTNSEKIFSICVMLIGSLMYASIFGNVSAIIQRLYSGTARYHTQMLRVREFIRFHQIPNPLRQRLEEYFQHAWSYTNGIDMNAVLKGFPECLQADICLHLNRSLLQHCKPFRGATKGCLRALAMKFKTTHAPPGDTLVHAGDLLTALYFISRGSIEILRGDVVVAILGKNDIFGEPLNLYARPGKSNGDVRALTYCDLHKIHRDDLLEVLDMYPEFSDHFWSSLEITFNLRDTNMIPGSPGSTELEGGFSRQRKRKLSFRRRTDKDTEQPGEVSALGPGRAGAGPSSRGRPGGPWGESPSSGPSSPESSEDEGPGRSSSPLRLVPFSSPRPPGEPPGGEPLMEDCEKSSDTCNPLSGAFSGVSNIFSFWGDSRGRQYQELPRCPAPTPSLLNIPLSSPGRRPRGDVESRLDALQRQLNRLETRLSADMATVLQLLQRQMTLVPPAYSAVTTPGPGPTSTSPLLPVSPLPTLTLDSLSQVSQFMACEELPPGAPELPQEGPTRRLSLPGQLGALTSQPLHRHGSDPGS
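U2OS cells transduced with wild-type KCNH2 virus are loaded with FluxOr dye for 45 min, and thallium flux is measured in kinetic reads before and after stimulation buffer. Rate constants are normalized to DMSO controls.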
GALK inhibitor – qHTS Assay for Inhibitors of Human Galactokinase (GALK); hit rate 0.007% among 270,000; Potency, µM (series often up to 57.5 µM), for the others: at the top dose activity change, negative = inhibition, most hits filed as inhibitors; AID 1868, 2009; P51570; Purified GALK, Kinase-Glo residual ATP luminescence; note: potency is the fitted concentration of half-maximal effect; % is set by controls: 0 for no effect and ±100 for the full control effect
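Quantitative HTS: GALK 5 nM, ATP 35 uM, galactose 100 uM, 1 h room temperature, then luciferase-based ATP detection.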
An asterisk follows results filed as active; ? = inconclusive; nt = no result given; & = joins results of further samples; [ ] = dose if it differs, or a comment. Unless noted, calls come from the whole dose curve; as a rule, active = well fitted curve in the direction sought with a large enough effect; inconclusive = small, poorly fitted or top-dose-only effect, or another doubt; inactive = no such curve, though single readings can be large; an effect the other way counts as inactive or inconclusive.

Values run as follows: Chronic BCR inh	AT treatment	FBPA coupling cs	MLL CXXC-DNA inh	Giardia killer	TCR activator	TSHR antag	Tb PFK inh	KCNH2 WT inh	GALK inhibitor
1) Cc1ccc(Cn2ccc(NC(=O)c3cc4nc(-c5ccco5)cc(C(F)(F)F)n4n3)n2)cc1
    -1%	1%	nt	10%	-11	-6%	-7	2%	-1	-5%
2) O=C(Cc1ccc(S(=O)(=O)N2CCOCC2)s1)N1CCN(S(=O)(=O)c2cccc(Cl)c2)CC1
    3%	9%	nt	nt	15	-13%	3	10%	-1	nt
3) O=C(CN1CCOCC1)c1c[nH]c2ccccc12
    -9%	1%	5	-4%	19	-1%	42	1%	-2	0%
4) CCOc1ccc(/C=C/C(=O)OCC(=O)c2ccccc2OC)cc1OC
    4%	16%	nt	nt	-15	3%	-5	3%	2	nt
5) COc1ccc(CC2(CO)CCN(Cc3ccc(OC(F)(F)F)cc3)CC2)cc1
    2%	-2%	-1	-4%	0	-4%	-5	-6%	?	2%
6) CCOc1ccc(N=Cc2ccc3ccccc3c2)cc1
    -1%	-1%	-3	-3%	14	1%	-1	-3%	1	-4%
7) CCc1cc2cc3c(cc2nc1SCC(=O)Nc1c[nH]c(=O)[nH]c1=O)OCO3
    4%	-2%	2	82%[activator]	-1	-4%	32	2%	4	-3%
8) Cc1cc(NC(=O)C(C)SCC(=O)OCC(=O)N(C)c2ccccc2)no1 (configuration not stated)
    ?	3%	nt	nt	8	nt	-3	-1%	-10	nt
9) Cc1ccc(C)c(C(=O)COC(=O)c2cccc(N3C(=O)c4c(C)nc5ccccc5c4C3=O)c2)c1
    0%	-7%	1	8%	?	8%[46.1 µM]	-8	8%	-1	-1%
10) Cc1cc(C(N)=O)c2ccccc2n1
    0%	1%	-3	-2%	1	0%	-3	-3%	6	2%
11) CCn1c(SCC(=O)N2CCCC(C)C2)nnc1-c1ccco1 (configuration not stated)
    ?	0%	-2	-16%	-14	0%	9	0%	-7	4%
12) O=C(Nc1ccc(F)cc1)NC1CCN(Cc2ccccc2)CC1
    0%	1%	0	6%	16	-5%	-4	-3%	52	13%
13) O=S(=O)(c1ccccc1)c1ccc(C(F)(F)F)cn1
    19%	-3%	0	26%	1	3%	-1	0%	3	0%
14) CCCNC1=CC(=O)CC(C)(C)C1
    2%	1%	-1	-2%	5	1%[46.1 µM]	1	-10%	4	nt
15) O=C(CCn1cccc1)NCc1ccc(Cl)cc1
    1%	-1%	4	0%	-20	-3%	-9	-6%	-1	-1%
16) COc1ccc(S(=O)(=O)N(C)c2ccc(C(=O)NC3CCCC3)cc2)cc1
    -2%	-4%	1	-5%	0	3%	2	4%	1	1%
17) COc1ccc2c(c1)oc(=O)c1c3ccccc3[nH]c21
    16%	4%	-7	3%	-4	6%	6	-21%	4	3%
18) COc1cc(/C=N/Nc2ncc(C(F)(F)F)cc2Cl)cc(OC)c1O
    ?	-3%	-2	2%	1	9%[46.1 µM]	-4	13%	-1	1%
19) COCCOC(=O)C1=C(C)Nc2cc(=O)[nH]c(=O)n2C1c1cccc([N+](=O)[O-])c1 (configuration not stated)
    -4%	3%	-1	-1%	12	0%[46.1 µM]	-2	-1%	-27	1%
20) CCN(CC)S(=O)(=O)c1ccc(C(=O)NCC(=O)NCCCc2ccccc2)cc1
    -12%	14%	0	1%	20	5%	-2	1%	-10	-2%
21) Cc1ccccc1NC(=O)Cn1c(=O)n(Cc2ccccc2)c(=O)c2c(C)c(C)sc21
    2%	-3%	2	?	14	-8%[46.1 µM]	8	-2%	-13	2%
22) COc1ccc(NC(=O)c2ccccc2NC(=O)c2ccccc2)cc1
    ?	-4%	4	-4%	-2	6%	20	-22%	-1	-1%
23) COc1nc(C)cc(C)c1S(=O)(=O)c1ccccc1C
    1%	3%	0	19%	28	9%	-17	0%	1	3%
24) C=CCn1c(SCC(=O)Nc2ccc3c(c2)OCO3)nnc1-c1ccccc1
    0%	4%	-2	-7%	-6	-7%	2	2%	3	4%
25) CCCC(C)NC(=O)CSCc1ccc(OC)cc1 (configuration not stated)
    2%	0%	4	12%	16	-10%	9	-1%	20	0%
26) NC(=S)N/N=C1\CC(c2ccc3c(c2)OCCO3)Oc2ccc(F)cc21 (configuration not stated)
    ?	0%	-3	-3%	0	1%	-15	1%	12	-4%
27) CCN(CC)CCn1c(N)c(S(=O)(=O)c2ccccc2)c2nc3ccccc3nc21
    18%	?	2	-1%	41[activator]	-7%	3	1%	3	-1%
28) O=C(CSc1c[nH]c2ccccc12)N1CCCc2ccccc21
    0%	7%	-8	-2%	6	0%	0	-4%	3	-3%
29) O=S(=O)(/N=C(\c1ccccc1F)N1CCCCC1)c1ccccc1
    0%	-4%	3	-11%	14	4%[46.1 µM]	6	1%	-8	2%
30) CCOC(=O)C1=C(C)Nc2ccccc2N=C1NC(=O)Cc1ccc(OC)cc1
    -8%	1%	1	0%	13	-2%[46.1 µM]	-10	-2%	-10	1%
31) CN(CC(=O)Nc1ccc(F)cc1)C(=O)CSc1nccn1C
    ?	-1%	nt	nt	?	-4%	-1	1%	-4	nt
32) CC(C)NC(=O)c1c(CSc2ccc(Cl)cc2)noc1C(=O)NCc1ccccc1
    15%	10%	nt	nt	-12	-2%	-13	-4%	0	nt
33) CCOC(=O)N1CCN(C(=O)Cc2ccccc2OC)CC1
    0%	4%	3	-2%	17	7%	15	0%	19	-4%
34) Cc1ccc(-c2nnc3c4ccccc4c(C)nn23)cc1NC(=O)CN1CCOCC1
    -3%	2%	0	4%	nt	nt	3	0%	nt	5%
35) COC(=O)C1=C(C(=O)OC)[C@@H]2N(C)c3ccccc3[C@@]23C[C@@H](C(=O)OC)N=C3N1
    2%	-6%	1&-2	4%	-2	-3%	-7	3%	-4	-2%
36) O=C(COC(=O)/C=C/c1cccc(C(F)(F)F)c1)NC1CCS(=O)(=O)C1 (configuration not stated)
    -2%	3%	nt	nt	27	6%	-4	-4%	-7	nt
37) c1ccc(-n2ncc3c(NCC4CCCO4)ncnc32)cc1 (configuration not stated)
    ?	-4%	2	0%	18	-5%	8	1%	2	0%
38) CC1(C)CC(N2CCC(=O)N(C3CC(C)(C)NC(C)(C)C3)C2)CC(C)(C)N1
    0%	7%	2	3%	-12	7%	5	1%	-19	13%
39) O=C(C1=C[C@H](c2csc3ccccc23)C[C@H](OCCCCO)O1)N1CCN(Cc2ccccc2)CC1
    ?	9%	3	3%	-1	-2%	1	6%	1	-3%
40) Cc1ccc(CNC(=O)c2ccc(N(C)C)cc2)cc1
    -20%	-19%	3	-2%	0	6%	9	-5%	3	0%
41) CS(=O)(=O)c1ccc(CNC(=O)C2(C(F)(F)F)C/C(=C/CCO)CCCO2)cc1 (configuration not stated)
    nt	nt	9	nt	40&-17[activator]	4%	nt	nt	0	nt
42) Cc1cc(OC(=O)c2c(C)cc(O)cc2O)cc(O)c1C(=O)O
    ?	9%	-1&7	nt	18	5%	2	-4%	-1	nt
43) COc1ccc(C2CC(c3ccccc3)=NN2S(=O)(=O)c2ccc(C)cc2)c(OC)c1 (configuration not stated)
    9%	6%	0	-3%	12	-1%[46.1 µM]	40	1%	-4	-1%
44) Cc1cc(C)c(C(=O)CSc2nc(C)cc(C)c2C(N)=O)c(C)c1
    -1%	4%	-2	4%	9	1%[46.1 µM]	6	0%	15	0%
